Assay outcomes as filed in PubChem BioAssay.
TNAP inh hi DEA – blocks human TNAP under high phosphate acceptor concentration; purified TNAP, CDP-star luminescence, 1 M DEA; inhibition, % at 20 µM; 0.03% of 200,000 active; AID 1135;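 active = over 50% inhibition of tissue-nonspecific alkaline phosphatase at 20 µM in the single-dose screen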;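 note: plate controls were DMSO wells for no effect and EDTA-quenched wells as full inhibition for full effect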
Target sequence (P05186 whole entry, looked up): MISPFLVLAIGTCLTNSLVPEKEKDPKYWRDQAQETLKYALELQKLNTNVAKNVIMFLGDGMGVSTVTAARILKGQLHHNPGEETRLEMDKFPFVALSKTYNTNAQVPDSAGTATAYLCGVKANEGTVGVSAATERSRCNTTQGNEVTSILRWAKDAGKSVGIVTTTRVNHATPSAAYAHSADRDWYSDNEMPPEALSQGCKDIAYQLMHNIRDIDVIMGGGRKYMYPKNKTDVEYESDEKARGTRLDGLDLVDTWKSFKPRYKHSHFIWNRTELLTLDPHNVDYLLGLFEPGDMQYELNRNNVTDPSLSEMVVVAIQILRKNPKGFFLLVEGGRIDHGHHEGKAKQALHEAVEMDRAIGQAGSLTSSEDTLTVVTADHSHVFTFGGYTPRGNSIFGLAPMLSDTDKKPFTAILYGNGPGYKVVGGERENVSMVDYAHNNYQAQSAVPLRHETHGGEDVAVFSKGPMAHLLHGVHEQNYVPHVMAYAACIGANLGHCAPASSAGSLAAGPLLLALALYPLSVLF
TNAP inh no acc – inhibitors of human TNAP without phosphate acceptor. inhibition, % at 20 µM. AID 1012. P05186. purified TNAP, CDP-star luminescence, 30 min. 0.26% of 200,000 active;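 active = tissue-nonspecific alkaline phosphatase inhibition above about 50% at 20 µM in the single-dose screen, limit read from the data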;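 note: 0% = DMSO negative control and 100% = EDTA positive control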
HMGR II inh – inhibitors of class II HMG-CoA reductase from Enterococcus faecalis | purified E. faecalis HMGR, NADPH absorbance 340 nm kinetic | inhibition, % at 10 µM | 0.41% of 190,000 active;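 active = inhibition above a set limit, the median over all tested compounds plus 3 SD, cut at about 9.5% in these data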;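 note: enzyme runs in reverse so mevalonate oxidation gives rising NADPH absorbance; 0% = complete reaction with DMSO and 100% = background rate lacking mevalonate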
TR-FRET SRC-2 ct – flags TR-FRET format artefacts in PPARgamma SRC-2 recruitment agonist screen; TR-FRET artefact counter-screen; hits give high values; TR-FRET ratio at 8 µM; 0.4% of 200,000 active; AID 1049; in the data active = TR-FRET ratio above about 2000; note: inactives centre near 1500
PPARg SRC1 recr – PPARgamma-driven SRC-1 recruitment agonism | PPARgamma-SRC-1 coactivator recruitment biochemical assay | activation, % at 8 µM | 0.41% of 200,000 active | P37231; in the data active = activation above about 19%;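 note: 0% = DMSO and 100% = reference agonist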
Target sequence (P37231 whole entry, looked up): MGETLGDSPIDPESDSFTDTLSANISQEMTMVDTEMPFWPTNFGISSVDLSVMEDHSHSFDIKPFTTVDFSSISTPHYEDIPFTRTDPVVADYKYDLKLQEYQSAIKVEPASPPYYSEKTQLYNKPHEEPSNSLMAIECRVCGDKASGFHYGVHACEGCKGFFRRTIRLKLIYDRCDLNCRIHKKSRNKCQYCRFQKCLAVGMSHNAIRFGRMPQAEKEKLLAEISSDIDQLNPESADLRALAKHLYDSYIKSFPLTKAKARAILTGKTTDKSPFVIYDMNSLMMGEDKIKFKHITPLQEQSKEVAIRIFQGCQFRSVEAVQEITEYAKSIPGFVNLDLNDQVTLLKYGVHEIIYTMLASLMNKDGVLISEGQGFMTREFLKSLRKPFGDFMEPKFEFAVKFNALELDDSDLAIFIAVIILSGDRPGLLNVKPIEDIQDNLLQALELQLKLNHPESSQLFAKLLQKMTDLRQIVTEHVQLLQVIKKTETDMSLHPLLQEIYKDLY
bIAP inh – intestinal alkaline phosphatase (bovine) inhibition | purified bovine IAP, CDP-star luminescence, 30 min | inhibition, % at 20 µM | 190,000 tested, under 10 active;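 active = over 50% inhibition of intestinal alkaline phosphatase at 20 µM in the single-dose screen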
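System: Purified bovine intestinal alkaline phosphatase (IAP) enzyme | Input: IAP diluted 1/65,000,000 in the well | Also added: CDP-star chemiluminescent phosphatase substrate, 30 µM final | Dosing: 20 µM single dose | Times: Enzyme reaction for 30 min at room temperature | Detection: Luminescence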
TNAP act hiacc – activators of human TNAP at high phosphate acceptor concentration | purified TNAP, CDP-star luminescence, 1 M DEA, 30 min; hits give high values; 0 = EDTA background, 1 = DMSO-only activity | activation factor at 20 µM | 200,000 tested, under 10 active;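 active = activation factor at least 2 at 20 µM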
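system = human TNAP | amount = enzyme diluted 1/800 final | reagent = 100 µM CDP-star substrate | signal = luminescent substrate turnover signal | dosing = one dose, 20 µM | benchmarks = EDTA negative control, DMSO positive control | measure = activation factor | timing = 30 min reaction, room temperature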
PPARg SRC2 recr – promotes SRC-2 coactivator recruitment by human PPARgamma. P37231. PPARgamma LBD-SRC-2 recruitment, biochemical. activation, % at 8 µM. 0.34% of 200,000 active. AID 1032; in the data active = activation above about 22%;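 note: 0% = vehicle and 100% = reference agonist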
PPARg SRC-3 ag – promotes SRC-3 coactivator recruitment by human PPARgamma. P37231. biochemical PPARgamma/SRC-3 coactivator recruitment assay. activation, % at 8 µM. 0.26% of 200,000 active. AID 731; in the data active = activation above about 23%;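 note: 0% = DMSO and 100% = reference agonist; some compounds past the cut are filed as inactive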
bIAP act – intestinal alkaline phosphatase (bovine) activation; purified bovine IAP, CDP-star luminescence, 30 min; hits give high values; fold of DMSO-control signal, blank-subtracted; activation factor at 20 µM; 0.17% of 200,000 active; AID 1016;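 active = activation factor of 2 or more at 20 µM, a signal rise over negative controls twice the positive control's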
* marks the source's active call; other numbers are inactive results; . = no result given.

SMILES	TNAP inh hi DEA	TNAP inh no acc	HMGR II inh	TR-FRET SRC-2 ct	PPARg SRC1 recr	bIAP inh	TNAP act hiacc	PPARg SRC2 recr	PPARg SRC-3 ag	bIAP act
COC(=O)C1CCN(c2cc(=O)n(C3CCCCC3)c(=O)[nH]2)CC1	-3	-14	0	1497	5	0	1	-1	13	1
COc1cc(N)c(Cc2nccc3cc(OC)c(OC)cc23)cc1OC	-6	-10	-3	1525	7	3	1.1	14	1	1
COc1ccc(C(=O)N(Cc2ccccc2)Cc2cc3cc4c(cc3[nH]c2=O)OCCO4)cc1	-2	-7	-5	1484	4	1	1	-6	1	1
Cc1cc(C(F)F)nn1CC(=O)NCc1ccccc1F	-2	-10	-4	1716	5	38	1	5	-4	0.6
COc1ccc2c(c1)CCC/C2=N/OC(=O)c1ccccc1OC	0	-7	-8	1759	7	-1	1	18	4	1
O=C(Cn1c(CN2CCCCC2)nc2ccccc2c1=O)NC1CCCCC1	-1	-7	-4	1424	4	-13	1	12	17	1.1
Cc1ccc(S(=O)(=O)NCCN=C(CN2CCCC2)NS(=O)(=O)c2ccc(C)cc2)cc1	-5	-8	0	1487	1	7	1.1	2	0	0.9
COc1ccccc1NCCC#N	-3	-8	0	1572	7	12	1	10	2	0.9
Cc1ccc(CS(=O)(=O)Cc2ccc(C(=O)NCc3ccco3)o2)cc1	-4	-3	1	1462	2	12	1	5	6	0.9
O=C(NCCc1nc2ccccc2[nH]1)/C(=C/c1ccc2c(c1)OCO2)NC(=O)c1ccccc1Cl	-3	-3	-6	1655	7	5	1	7	2	1
CCOc1cccc(-n2nnnc2-c2ccc(OC)cc2)c1	2	-3	1	1676	2	8	1	-1	-3	0.9
CCS(=O)(=O)N1CCCC(C(=O)NCCCN2CCCC2=O)C1 (centres undefined)	0	-8	-3	1470	-1	12	1	9	0	0.9
CCOC(=O)CSCC(=O)Nc1cc(C)ccc1C	-4	-25	-5	1478	8	6	1	-7	0	0.9
COc1cc(C2C3CN(C)CC=C3C(C#N)=C(N)C2(C#N)C#N)ccc1OC(C)C (centres undefined)	-4	-12	-6	1439	0	-6	1	-3	-4	1.1
CC(=O)c1cccc(N=c2scc(-c3ccc(S(=O)(=O)N4CCOCC4)cc3)n2CCO)c1	-4	-6	-7	1717	-1	2	1	-2	-6	1
CCOC(=O)c1cnc(/N=C/N(C)C)s1	-6	-2	-1	1493	3	-16	1.1	-1	0	1.2
Cc1ccccc1NC(=S)N=Nc1c(O)n(C)c2ccc(S(=O)(=O)N3CCOCC3)cc12	22	24	-3	1537	-2	16	0.8	5	2	0.8
Cc1ccc2c(CC(=O)NCC(C)(C)N3CCOCC3)coc2c1	-5	-13	-2	1597	1	4	1.1	-4	2	1
COc1ccc(-c2csc(/C(C#N)=C\c3ccc(OC)c([N+](=O)[O-])c3)n2)cc1	8	10	0	1565	2	3	0.9	3	4	1
CC(C)(C)C1=Nn2c(nnc2C2CCCCC2)SC1	-4	-10	-3	1551	2	-11	1	2	3	1.1
Cc1nn(-c2cccc(Cl)c2)c2c1C(c1ccncc1)C(C#N)=C(N)O2 (centres undefined)	3	-8	-3	1390	3	3	1	-3	-7	1
CC(=O)Cc1nsc(NC(=O)c2ccc(COc3ccccc3)o2)n1	-6	-10	0	1394	0	10	1.1	4	0	0.9
CC(NC(=O)CSc1n[nH]c(=O)n1C1CC1)C12CC3CC(CC(C3)C1)C2 (centres undefined)	-2	-7	-2	1536	4	2	1	5	-9	1
C=CCNC(=O)c1cc(-c2ccc(Br)cc2)on1	-7	-23	-6	1464	-2	19	1.1	3	4	0.8
CCOc1ccc2[nH]c(=O)c(CN(CCO)Cc3nnnn3CCc3ccccc3)cc2c1	-3	-11	-1	1353	-1	0	1	6	-7	1
CN(C)c1cccc(C(=O)Nc2ccc(N3CCOCC3)cc2)c1	0	-16	-3	1630	3	4	1	14	-6	1
CC(CCc1ccccc1)NC(=O)Cc1ccccc1 (centres undefined)	-4	-19	0	1461	2	-38	1	-7	-4	1.4
COc1ccc(CS(=O)(=O)c2nc(C)cc(C)c2S(C)(=O)=O)cc1	-4	-11	-6	1398	-8	-17	1	-8	-7	1.2
O=C1[C@@H]2[C@H](C(=O)N1n1cnnc1)[C@H]1C=C[C@@H]2C1	-6	1	-3	1909	2	10	1.1	8	8	0.9
O=C(NCC1CCCN(Cc2ccccc2F)C1)c1cccc(C(F)(F)F)c1 (centres undefined)	0	-2	-3	1707	0	-12	1	9	3	1.1
Cc1cccc(C)c1N1CCN(C(=O)N2CCCCC2)CC1	-7	-9	14*	1465	-2	6	1.1	-2	1	0.9
C=CCNc1ncnc2c1ncn2C1OC(CO)C(O)C1O (centres undefined)	-2	-5	-6	1494	1	15	1	0	-4	0.9
CN(C)S(=O)(=O)N1CCN(c2ccc(Cl)cc2)CC1	-3	-12	-3	1476	-1	5	1	7	-6	0.9
CC(=O)Nc1ccc2ccccc2c1	-3	-9	-5	1484	2	14	1	11	-4	0.9
Cc1ccc(NC(=O)C2Cc3ccccc3CN2C(=O)c2ccccc2)cc1Cl (centres undefined)	-6	-19	-2	1407	-5	25	1.1	0	0	0.8
CC(C)(C)CC(=O)Nc1cccc(-c2cn3cccnc3n2)c1	1	-3	0	1500	-1	-2	1	6	-2	1
Cc1ccc(N/N=C/c2c(C)c(C#N)c(=O)n(C)c2O)cc1C	1	-9	0	1415	-3	-24	1	-4	0	1.2
COc1cc(C2C(C#N)=C(N)Oc3cc(O)ccc32)cc2c1OCO2 (centres undefined)	2	-5	-8	1534	-2	15	1	-2	0	0.8
Cc1ccc(SCc2ccc(C(=O)N3CCCC3)cc2)cc1	-5	-8	2	1534	4	-7	1	4	4	1.1
CCCC(=O)NC(=S)Nc1cccc(C(C)=O)c1	2	0	-2	1587	0	3	1	5	6	1
COc1ccc(S(=O)(=O)NC(C)C(=O)Nc2cccc([N+](=O)[O-])c2)cc1 (centres undefined)	-5	-5	-9	1563	4	-13	1.1	7	7	1.1
CN(C)C(/C=C/Nc1cccc([N+](=O)[O-])c1)=C(C#N)C#N	2	-2	6	1394	3	-11	1	1	2	1.1
Cc1nc(NC(=O)C2CC3CCCC(C2)C3=O)sc1C (centres undefined)	0	-4	6	1646	3	7	1	-3	0	0.9
c1ccc(C2=Nn3c(nnc3-c3cc(-c4ccccc4)n[nH]3)SC2)cc1	-4	0	0	1462	3	11	1	-2	-12	0.9
O=C1CC(=C2c3ccccc3-c3ccccc32)C(=O)N1CCN1CCN(c2ccccc2)CC1	.	.	.	1521	4	.	.	4	17	.
CC(C)(C)c1ccc(C(=O)NC(Cc2ccccc2)C(=O)O)cc1 (centres undefined)	-1	-7	-9	1552	4	7	1	10	-2	0.9
Cc1cc(N(C)/N=C/c2ccccc2)nc(-c2ccccc2O)n1	-3	-8	-2	1346	-9	-5	1	0	-2	1.1
Cc1cc(=O)oc2c(CN(C)Cc3ccccc3)c(O)ccc12	0	-7	5	1551	0	12	1	0	8	0.9

Single records, from the list above. Screens in order: TNAP inh hi DEA | TNAP inh no acc | HMGR II inh | TR-FRET SRC-2 ct | PPARg SRC1 recr | bIAP inh | TNAP act hiacc | PPARg SRC2 recr | PPARg SRC-3 ag | bIAP act
Results for `O=C1[C@@H]2[C@H](C(=O)N1n1cnnc1)[C@H]1C=C[C@@H]2C1` → -6 | 1 | -3 | 1909 | 2 | 10 | 1.1 | 8 | 8 | 0.9
Results for `CCCC(=O)NC(=S)Nc1cccc(C(C)=O)c1` → 2 | 0 | -2 | 1587 | 0 | 3 | 1 | 5 | 6 | 1
Results for `CCOc1ccc2[nH]c(=O)c(CN(CCO)Cc3nnnn3CCc3ccccc3)cc2c1` → -3 | -11 | -1 | 1353 | -1 | 0 | 1 | 6 | -7 | 1
Results for `COc1ccc(-c2csc(/C(C#N)=C\c3ccc(OC)c([N+](=O)[O-])c3)n2)cc1` → 8 | 10 | 0 | 1565 | 2 | 3 | 0.9 | 3 | 4 | 1
Results for `CCOC(=O)c1cnc(/N=C/N(C)C)s1` → -6 | -2 | -1 | 1493 | 3 | -16 | 1.1 | -1 | 0 | 1.2

Later entries:
SMILES	TNAP inh hi DEA	TNAP inh no acc	HMGR II inh	TR-FRET SRC-2 ct	PPARg SRC1 recr	bIAP inh	TNAP act hiacc	PPARg SRC2 recr	PPARg SRC-3 ag	bIAP act
Cc1c(NS(=O)(=O)c2cccc3nsnc23)c(=O)n(-c2ccccc2)n1C	2	-7	-1	1628	0	27	1	-2	-4	0.7
O=C(CN1C(=O)c2ccccc2C1=O)N1CCN(c2ccccn2)CC1	2	-7	-1	1372	0	6	1	0	-5	0.9
O=C(c1cccs1)N1CCc2ccccc21	2	-7	0	1307	-4	7	1	3	-8	0.9
CCOC(=O)c1ccccc1NC(=O)c1cccnc1	-1	-9	1	1707	6	14	1	-1	-7	0.9
COc1ccccc1NC(=O)CC(NCCN(C)C)C(=O)O (centres undefined)	-5	-17	2	1608	0	-28	1	4	3	1.3
CC(C)CN1CCC(C(=O)N2CCN(c3ccccc3F)CC2)CC1	-4	-5	2	1538	4	2	1	0	-1	1
Cc1c(C#N)c(N=CN(C)C)c(C(=O)c2ccccc2)n1-c1ccc(Br)cc1	-3	-20	4	1615	3	4	1	9	-1	1
CCOC(=O)C1C(=O)CC(C)(O)C(C(=O)OCC)C1c1ccc(SC)cc1 (centres undefined)	0	-3	-1	1669	5	-4	1	15	5	1
Cn1c(SCc2nc(-c3cccs3)no2)nnc1C1CCCCC1	-1	-11	-1	1494	5	5	1	7	11	1
O=C(COC(=O)CSCC(=O)N1CCCCC1)NCc1ccc(F)cc1	-8	-18	-3	1585	4	5	1.1	5	-8	0.9
C=C(C)c1cccc(C(C)(C)NC(=O)N2CCC(C)CC2)c1	-3	-5	-1	1527	0	5	1	1	-15	1
Cc1nc(SCC(=O)Nc2ccc(Cl)cc2[N+](=O)[O-])nc(C)c1C	-4	-8	0	1502	0	6	1	-1	-4	0.9
Cc1ccc(-c2nnc(Nc3ccc(CC(N)=O)cc3)c3ccccc23)cc1	2	-2	-7	1544	5	-9	1	1	-7	1.1
S=C(NCCc1ccccc1)N1CCn2cccc2C1c1cccnc1 (centres undefined)	-2	-12	3	1484	11	-6	1	8	1	1.1
CC(NC(=S)NCCCN1CCOCC1)C1CC2CCC1C2 (centres undefined)	-2	-7	-2	1657	-8	2	1	9	2	1
CCC(Sc1nnnn1C)C(=O)Nc1ccc(C(C)=O)cc1 (centres undefined)	4	-3	-3	1547	10	1	1	11	-5	1
Cc1ccc2ccc(S(=O)(=O)n3nc(C)cc3C)cc2c1	-1	6	-5	1678	7	12	1	5	-8	0.9
Cc1c(C(=O)N2CCN(C)CC2)oc2c1C(=O)CC(C)(C)C2	-6	-9	1	1535	7	3	1.1	-2	13	1
CCOC(=O)CSc1nc2c(c(=O)[nH]c(=O)n2C)n1CCCc1ccccc1	-8	-4	5	1476	8	8	1.1	2	3	0.9
CCC1S/C(=N/N=C/c2ccco2)N(c2ccc(F)cc2)C1=O (centres undefined)	1	-2	4	1429	10	6	1	1	0	0.9
